# SENP8 block-1 = inhibitors of human SENP8 protease; Q96LD8; recombinant SENP8, Nedd8 substrate fluorescence; inhibition, % at 20 µM; 360,000 compounds, 0.64% hits; AID 602440; in the data active = inhibition mostly above about 40%, no sharp cut-off; inactive = mostly below about 27%
# Target sequence (Q96LD8 whole entry, looked up): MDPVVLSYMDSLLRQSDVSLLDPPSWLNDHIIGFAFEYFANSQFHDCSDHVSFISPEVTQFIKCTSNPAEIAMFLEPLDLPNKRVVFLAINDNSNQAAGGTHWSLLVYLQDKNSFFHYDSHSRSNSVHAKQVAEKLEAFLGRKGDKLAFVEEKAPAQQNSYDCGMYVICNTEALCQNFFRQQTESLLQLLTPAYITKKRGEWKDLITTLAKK
# Apaf1 inhib = inhibitors of human Apaf-1 apoptosome; O14727; reconstituted apoptosome caspase-3 activity, DEVD-Rh110 fluorescence; inhibition, % at 20 µM; 330,000 compounds, 0.71% hits; AID 489030; active = inhibition of at least 40% at 20 µM;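 note: plate controls were DMSO wells for no effect and DEVD-CHO caspase inhibitor wells for full effect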
#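 Medium: Hepes buffer, pH 7.5 / System: biochemical Apaf-1 apoptosome reconstitution / Measured by: Rh110 fluorescence, excitation 480 nm, emission 540 nm / Times: compound with Apaf-1, dATP, procaspase-3 30 min, then 50 min reaction, room temperature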
# PfG6PD inh = PfG6PD (Plasmodium falciparum) enzyme inhibition; 350,000 compounds, 0.78% hits; AID 504690; PfGluPho enzyme, NADPH resazurin-diaphorase fluorescence; inhibition, % at 20 µM;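 active = inhibition reaching at least a set limit at 20 µM in the primary screen, cut at about 59% in these data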;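 note: 0% = DMSO wells with substrate and 100% = DMSO wells lacking glucose-6-phosphate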
# HKDC1 inh = inhibitors of human hexokinase HKDC1. Q2TB90. recombinant HKDC1, G6PDH/diaphorase resazurin coupled fluorescence. inhibition, % at 20 µM. 340,000 compounds, 0.16% hits;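 active = inhibition above about 35% when tested at 20 µM, limit read from the data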;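 note: plate controls were DMSO wells with enzyme for no effect and DMSO wells lacking enzyme for full effect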
#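 Material – in-house recombinant HK5 (HKDC1) enzyme · Quantity – HKDC1 at 5 µg/mL · Buffer or medium – pH 8.0 Tris buffer with 10 mM MgCl2 · Reagent – glucose with 1 mM ATP · Dosing – single 20 µM dose · Times – reaction time 90 min, room temperature, protected from light · Technique – resorufin fluorescence at 613 nm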
# NALP3 yeast inh = inhibitors of NALP3 inflammasome in yeast; AID 2825; Yeast reconstituted NLRP3/ASC/caspase-1, beta-gal luminescence, 24 h; 330,000 compounds, 0.39% hits; inhibition, % at 10 µM;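 active = inhibition of 50% or more; inactive = inhibition below 50%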;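 note: plate controls were induced DMSO wells for no effect and uninduced yeast grown without galactose for full effect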
# SENP6 block = inhibitors of human SENP6 protease. AID 2599. Q9GZR1. 330,000 compounds, 1.8% hits. inhibition, % at 10 µM. Recombinant SENP6 catalytic domain, aminoluciferin luminescence;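 active = inhibition above about 50% at the single tested dose, limit read from the data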;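 note: plate controls were DMSO wells with enzyme for no effect and DMSO wells lacking enzyme for full effect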
# SENP7 inh = blocks the human protease SENP7; inhibition, % at 5 µM; recombinant SENP7, Z-RLRGG-aminoluciferin luminescence, 40 min; AID 434973; 330,000 compounds, 1.5% hits; Q9BQF6;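 active = inhibition above about 50% at the single test dose, limit read from the data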;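 note: plate controls were DMSO with enzyme for no effect and no enzyme buffer wells for full effect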
# Target sequence (Q9BQF6 706-1050 limits assumed): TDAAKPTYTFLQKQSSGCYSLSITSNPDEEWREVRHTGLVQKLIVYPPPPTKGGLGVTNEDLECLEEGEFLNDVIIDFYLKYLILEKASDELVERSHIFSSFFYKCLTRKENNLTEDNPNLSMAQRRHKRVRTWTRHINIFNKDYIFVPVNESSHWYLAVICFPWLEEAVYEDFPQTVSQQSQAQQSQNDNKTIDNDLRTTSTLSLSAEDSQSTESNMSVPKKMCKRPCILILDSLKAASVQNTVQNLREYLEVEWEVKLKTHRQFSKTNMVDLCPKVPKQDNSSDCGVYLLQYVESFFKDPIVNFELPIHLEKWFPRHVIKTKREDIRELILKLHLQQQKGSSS
# SENP8 block-2 = blocks the human protease SENP8; Q96LD8; purified SENP8, Z-RLRGG-aminoluciferin cleavage, luminescence; inhibition, % at 10 µM; 330,000 compounds, 1.2% hits; AID 2540; in the data active = inhibition above about 50%
# SENP1 FRET inh = inhibitors of human SENP1 SUMO protease catalytic domain | 360,000 compounds, 0.21% hits | recombinant SENP1 catalytic domain, CyPet-SUMO1-YPet FRET cleavage | Q9P0U3 | inhibition, % at 10 µM;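 active = inhibition at least 30% at 10 µM, raw YFP signal under a set limit, fluorescence ratio 0.5 to 1.5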;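 note: 0% = enzyme with DMSO and 100% = no enzyme wells; some results filed as inactive read as strong as hits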
# Target sequence (Q9P0U3 419-644 limits assumed): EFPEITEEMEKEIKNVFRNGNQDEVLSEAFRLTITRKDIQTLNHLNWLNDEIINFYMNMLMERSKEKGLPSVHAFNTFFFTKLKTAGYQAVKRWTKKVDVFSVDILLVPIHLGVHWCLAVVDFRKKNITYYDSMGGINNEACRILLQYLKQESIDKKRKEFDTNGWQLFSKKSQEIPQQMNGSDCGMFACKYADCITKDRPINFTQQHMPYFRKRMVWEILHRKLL
#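 Compound: 10 µM single point, 0.5% DMSO; Test system: hSENP1 catalytic domain, recombinant; Timing: 50 min reaction at room temperature; Technique: FRET, CFP and YFP emission; Control set: no-enzyme wells low, DMSO-plus-enzyme wells high control.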
# An asterisk follows results filed as active; · = not tested or not shown. A portion of the library. The share of hits here may be higher or lower than overall.
SMILES,SENP8 block-1,Apaf1 inhib,PfG6PD inh,HKDC1 inh,NALP3 yeast inh,SENP6 block,SENP7 inh,SENP8 block-2,SENP1 FRET inh
CN1CCN(CCC(=O)OC2CC3CCC(C2)N3C)CC1 (stereo not drawn),17,2,-1,-5,15,-9,1,-8,2
CCNc1ccc(P(=S)(N(C)C)N(C)C)cc1,8,-7,-4,4,45,6,2,-4,1
OC(CN1CC=C(c2ccccc2)CC1)c1ccccc1 (stereo not drawn),-13,14,-1,-7,-2,-10,3,-7,-4
CC(CCc1ccccc1)NC(C)C(O)c1ccc(O)cc1 (stereo not drawn),8,10,-2,-7,9,-24,-2,0,0
C=CCn1c(O)c(C(C)=Nc2ccc(C(=O)OCC)cc2)c(=O)[nH]c1=O,5,-18,-14,-7,14,-7,-1,5,-12
COC(=O)C1=C(c2ccc(S(C)(=O)=O)cc2)C[C@@H]2CC[C@H]1N2C(=O)NC1CC1,5,-6,4,5,10,-20,11,-8,1
CCOC(=O)c1ccc(N2C(=O)CC(N3CCC(C#N)(c4ccccc4)CC3)C2=O)cc1 (stereo not drawn),24,20,-11,-3,7,-11,-3,1,0
O=C(c1cccn2c(=O)c3ccccc3nc12)N1CCC2(CC1)OCCO2,-341,-4,5,-9,-13,-10,-13,-7,-59
C[N+]12CCC(CC1)C(C#N)(N1CCOCC1)C2 (stereo not drawn),13,-11,-21,-6,5,0,-7,4,2
CCc1ccc(CN2CCN(C(=O)Cc3ccccc3)CC2)cc1,7,10,5,1,-15,-11,-2,10,1
CC12CN3CC(C)(CN(C1)P3(=O)Oc1ccccc1)C2=O (stereo not drawn),6,-8,3,-5,6,4,-1,-2,1
O=c1[nH]c(O)c(C=NC2CCCCC2)c(=O)[nH]1,4,-16,9,-4,12,-18,-1,8,2
O=C(NC1(C(F)(F)F)Oc2ccc(Cl)cc2O1)N1CCC2(CC1)OCCO2 (stereo not drawn),40*,5,7,6,13,25,7,1,1
O=c1[nH]c(O)c(Cc2ccc3c(c2)OCO3)c(=O)[nH]1,13,-21,-2,-4,6,-24,2,-4,-1
O=C(c1ccc(F)cc1)C(Cc1ccccc1)N1CCCCC1 (stereo not drawn),-11,10,-10,-7,4,-27,-7,-10,0

# Of the compounds above, these contain a halogen.
SMILES,SENP8 block-1,Apaf1 inhib,PfG6PD inh,HKDC1 inh,NALP3 yeast inh,SENP6 block,SENP7 inh,SENP8 block-2,SENP1 FRET inh
O=C(NC1(C(F)(F)F)Oc2ccc(Cl)cc2O1)N1CCC2(CC1)OCCO2 (stereo not drawn),40*,5,7,6,13,25,7,1,1
O=C(c1ccc(F)cc1)C(Cc1ccccc1)N1CCCCC1 (stereo not drawn),-11,10,-10,-7,4,-27,-7,-10,0

# Remaining list, next part.
SMILES,SENP8 block-1,Apaf1 inhib,PfG6PD inh,HKDC1 inh,NALP3 yeast inh,SENP6 block,SENP7 inh,SENP8 block-2,SENP1 FRET inh
COc1ccc(CC2c3cc(OC)c(OC)cc3CCN2C)cc1O (stereo not drawn),-95,-2,7,-2,9,-23,-2,-6,-22
O=c1[nH]c(O)c(C=Nc2cc(F)cc(F)c2)c(=O)[nH]1,-196,-16,-7,3,21,12,1,-11,3
Cc1ccc(-n2c(O)c(/C=C/C=Nc3ccccc3)c(=O)[nH]c2=O)cc1,8,-2,-3,-2,21,3,-1,4,-30
C=CCC1(CCCCC)C(=O)NC(=S)NC1=O,5,·,11,-2,·,·,·,·,3
CC1CCCCN1Cc1ccc(Cl)nc1 (stereo not drawn),22,6,7,-3,0,-6,-9,-6,0
Cc1cc(OC(C)C(=O)NCc2ccncc2)c2c3c(c(=O)oc2c1)CCCC3 (stereo not drawn),-265,3,-3,-6,20,-3,-3,4,1
O=P(NS(=O)(=O)c1ccc(Cl)cc1)(Oc1ccccc1)Oc1ccccc1,10,-12,-26,-1,12,4,-2,3,0
CC(C)NC(C)C(=O)C12CC3CC(CC(C3)C1)C2 (stereo not drawn),10,-8,-7,-1,0,-8,-2,9,2
CC(=O)NNC(=O)CN1C(=O)CN=C(c2ccccc2)c2cc(Br)ccc21,8,-6,-4,0,2,-32,7,-2,3
CC1CN=C(Nc2ccc(F)c(Cl)c2)S1 (stereo not drawn),-4,4,-5,0,22,-24,2,-5,0
CC(=O)C1C(N2CC2)CC2C3CCC4=CC(=O)CCC4(C)C3CCC21C (stereo not drawn),21,·,15,-8,·,·,·,·,-1
COc1ccc(NC(=O)N2CCC3(CC2)OCCO3)c(OC)c1,2,-3,27,-3,1,-20,-12,-6,1
Cc1cc(C)c2c(ccc3cccc[n+]32)c1,-72,-14,-19,-8,-5,-4,1,3,-3
CCOc1ccccc1C1SCC(=O)Nc2c1c(=O)[nH]n2C(CC)CC (stereo not drawn),28,-9,18,-4,18,-15,-2,-5,0
CC(C)NS(=O)(=O)c1ccc(OCC(=O)N2CCN(Cc3ccccc3)CC2)c(Cl)c1,19,5,4,-1,11,-1,0,-3,-1

# Next part, starting with the last six of the part before.
SMILES,SENP8 block-1,Apaf1 inhib,PfG6PD inh,HKDC1 inh,NALP3 yeast inh,SENP6 block,SENP7 inh,SENP8 block-2,SENP1 FRET inh
CC1CN=C(Nc2ccc(F)c(Cl)c2)S1 (stereo not drawn),-4,4,-5,0,22,-24,2,-5,0
CC(=O)C1C(N2CC2)CC2C3CCC4=CC(=O)CCC4(C)C3CCC21C (stereo not drawn),21,·,15,-8,·,·,·,·,-1
COc1ccc(NC(=O)N2CCC3(CC2)OCCO3)c(OC)c1,2,-3,27,-3,1,-20,-12,-6,1
Cc1cc(C)c2c(ccc3cccc[n+]32)c1,-72,-14,-19,-8,-5,-4,1,3,-3
CCOc1ccccc1C1SCC(=O)Nc2c1c(=O)[nH]n2C(CC)CC (stereo not drawn),28,-9,18,-4,18,-15,-2,-5,0
CC(C)NS(=O)(=O)c1ccc(OCC(=O)N2CCN(Cc3ccccc3)CC2)c(Cl)c1,19,5,4,-1,11,-1,0,-3,-1
COc1ccc2[nH]cc(CCN=C(N)N)c2c1,5,0,1,1,9,-5,1,-3,1
CN1/C(=C\C=C\C2=[N+](C)c3ccc4ccccc4c3C2(C)C)C(C)(C)c2ccccc21,·,90*,·,·,53*,59*,24,35,·
N[C@@]1(C(=O)O)CC[C@@H](C(=O)O)C1,-6,-5,-12,-2,3,1,11,3,1
Cc1ccc(NC2=NCCCS2)c(C)c1C,9,0,4,-14,3,4,8,7,-2
N=C1SCC(=O)N1Cc1ccccc1,-1,3,-5,-2,-7,-10,4,4,0
O=C(NN=Cc1ccc(N(CCCl)CCCl)cc1)c1cc(=O)[nH]c(=O)[nH]1,-324,·,19,3,·,·,·,·,13
CCN(CC)CC(=O)Nc1ccc(Cl)cc1C(=O)c1ccccc1,27,12,-9,-2,31,-6,1,-1,-4
Cc1ccc(CN2C3CCCC2CC(NC(=S)NCc2ccccc2)C3)cc1 (stereo not drawn),20,11,3,-6,14,-13,-4,-4,1
COc1ccc(C)cc1NC(=O)c1c(C)nn(Cc2ccccc2)c1Cl,1,12,9,-2,16,-2,-5,-8,2
Cc1cc(OCc2nn[nH]n2)c2c3c(c(=O)oc2c1)CCCC3,-338,10,-11,11,-13,4,2,4,2
C=CCN1C(=O)/C(=C/c2cccs2)C(=O)NC1=S,10,·,27,-3,·,·,·,·,-7
COc1ccc(-c2ccc3n2Cc2cnnn2-c2ccccc2-3)cc1,-370,·,10,-1,·,·,·,·,-2
O=C(O)c1ccc([N+](=O)[O-])c([N+](=O)[O-])c1,40*,·,1,1,·,·,·,·,3
CCOc1ccc(N=Cc2c(O)n(-c3ccc(C)c(C)c3)c(=O)[nH]c2=O)cc1,-218,4,-6,9,25,1,3,5,-5
Cc1[nH]c2c(C(F)(F)F)cccc2c1CCN,20,0,-4,-3,0,-13,-10,-2,0

# Pulled by structure from the entries so far, two records:
SMILES,SENP8 block-1,Apaf1 inhib,PfG6PD inh,HKDC1 inh,NALP3 yeast inh,SENP6 block,SENP7 inh,SENP8 block-2,SENP1 FRET inh
N=C1SCC(=O)N1Cc1ccccc1,-1,3,-5,-2,-7,-10,4,4,0
CC1CN=C(Nc2ccc(F)c(Cl)c2)S1 (stereo not drawn),-4,4,-5,0,22,-24,2,-5,0

# Following part
SMILES,SENP8 block-1,Apaf1 inhib,PfG6PD inh,HKDC1 inh,NALP3 yeast inh,SENP6 block,SENP7 inh,SENP8 block-2,SENP1 FRET inh
O=C(CNC(=O)c1ccccc1)Nc1ccc(Br)cc1C(=O)c1ccccc1,20,0,14,6,35,-1,13,1,-3
CN1C(=O)C(C2c3ccccc3C(=O)N2Cc2ccccc2)C(=O)N(C)C1=O (stereo not drawn),8,-1,-1,-9,-5,-14,7,-7,4
CN1c2ccc([N+](=O)[O-])cc2CC2(C(=O)NC(=O)NC2=O)C1c1ccccc1 (stereo not drawn),28,13,-10,-5,0,-14,-5,-6,-2
O=C(c1cccs1)C1CN2CCC1CC2 (stereo not drawn),12,15,-4,5,10,-15,-3,6,-1
Nc1ccc2c(c1)Cc1ccccc1-2,-61,-2,13,-3,16,-15,6,-2,2
CCC12CN3CC(CC)(CN(C1)C3c1cccnc1)C2=O (stereo not drawn),23,-4,2,3,8,-20,0,-2,0
CCOC(=O)c1c(C)n(CCOC)c2ccc(O)cc12,-8,1,7,-1,18,-16,-5,-4,0
CCOP(=O)(OCC)/C(C#N)=C/c1ccoc1,-25,·,6,0,·,·,·,·,-1
COc1ccc(C2NCCc3[nH]cnc32)cc1 (stereo not drawn),11,-6,-3,-5,25,-7,9,-1,3
Cc1ccc(P(=S)(c2ccc(C)o2)N2CCOCC2)o1,19,-4,-6,-6,-5,-14,3,-1,1
NCCc1c[nH]c2ccc(F)cc12,·,-5,·,·,24,-4,-7,-1,·
CC12CCC3C(CCC4(O)CC(O)CCC34C=NO)C1(O)CCC2C1=COC(=O)C1 (stereo not drawn),11,·,4,-2,·,·,·,·,3
COc1ccc(N2CCN(CCCN)CC2)cc1,20,5,1,0,31,-15,-1,-1,1
Cc1cc(C=C2C(=O)N(C)C(=S)N(C)C2=O)c(C)n1C1CCCC1,37,6,36,13,22,7,-3,-3,-7
c1ccc2c(CN3CCCCC3)c[nH]c2c1,4,-23,-4,-7,9,-4,-1,2,1

# Among those listed so far, these have a COOH group:
SMILES,SENP8 block-1,Apaf1 inhib,PfG6PD inh,HKDC1 inh,NALP3 yeast inh,SENP6 block,SENP7 inh,SENP8 block-2,SENP1 FRET inh
N[C@@]1(C(=O)O)CC[C@@H](C(=O)O)C1,-6,-5,-12,-2,3,1,11,3,1
O=C(O)c1ccc([N+](=O)[O-])c([N+](=O)[O-])c1,40*,·,1,1,·,·,·,·,3

# Assay outcomes: PubChem, Sanford-Burnham Center for Chemical Genomics
